HCV NS3h FP: hepatitis C NS3 helicase inhibition, primary screen; NS3h Cy5-dT15 DNA binding, fluorescence polarization; inhibition, % at 100 µM; 16,000 compounds, 1.6% hits; AID 687043;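 active = inhibition above the average over every tested compound plus 3 SD, cut at about 40% in these data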
Cy5 interf NS3h: enhances or quenches Cy5 fluorescence in NS3h assay; Cy5-dT15 DNA with NS3h, fluorescence interference; actives lie on both sides; signal over control mean, under 1 quenches; fluorescence interference ratio at 100 µM; 16,000 compounds, 6% hits; AID 720488;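 active = compound fluorescence over control fluorescence at most 0.8, a quencher, or at least a set upper limit, an enhancer; inactive = ratio between 0.8 and the set upper limit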
* = called active by the depositor. Rows are unselected; 7.3% or so of the library scored in one or more.

Sequence of screens – HCV NS3h FP	Cy5 interf NS3h
CN1C(=O)C2(N=C(C(=O)O)c3ccccc3N2C)c2ccccc21 (stereo not drawn)
    8	0.82
COc1ccc2c(c1)OCC/C2=N/OC(=O)c1cc(OC)c(OC)c(OC)c1
    11	1.2*
CCOc1ccc(NC(=O)c2c(Cl)cccc2Cl)cc1
    1	1
CCc1ccc(NC(=S)NC(=O)/C=C/c2ccccc2)cc1
    49*	0.9
O=C(NCCCNc1ccc([N+](=O)[O-])cc1)c1ccccc1Cl
    12	1
C/C(=N\n1cnnc1)c1ccc(NS(=O)(=O)c2ccc(Br)cc2)cc1
    4	1.1
COc1ccc(OC)c(S(=O)(=O)N2CCC(Cc3ccccc3)CC2)c1
    16	0.97
CC(C)c1ccccc1NC(=O)C1C2C=CC(C2)C1C(=O)O (stereo not drawn)
    6	1.1
COc1ccc(C/C(N)=N\OC(=O)COc2ccc3ccccc3c2)cc1
    12	1
CCC(=O)Nc1ccc(-c2nc3ccccc3o2)cc1
    5	0.95
Cc1oc2ccc(OCc3ccc([N+](=O)[O-])cc3)cc2c1C(=O)OC(C)C
    8	0.95
Cc1ccc(C)c(NC(=O)CSc2ccccn2)c1
    -1	0.87
O=C(CCCN1C(=O)/C(=C\c2cccs2)SC1=S)Nc1cccnc1
    12	0.96
O=C(NC(=S)N1CCOCC1)c1ccc(F)cc1
    3	1
C=CCNC(=O)C(=O)Nc1ccccc1OCC
    5	1
O=C1c2ccccc2NC(c2ccc(-c3ccccc3[N+](=O)[O-])o2)N1c1ccccc1 (stereo not drawn)
    6	1
Cc1cccc(N2CCN(C(=O)Nc3ccc(Cl)cc3)CC2)c1C
    8	1
CCNC(=O)CC1S/C(=N/N=C\c2ccco2)NC1=O (stereo not drawn)
    -2	1.1
O=C(O)CN1C(=O)/C(=C\c2ccc(OC(=O)c3ccc(Cl)cc3Cl)cc2)SC1=S
    6	1
COc1ccc(NC(=O)CSc2ncccn2)cc1
    0	1.1
O=C(NC1CCS(=O)(=O)C1)c1sc2cccc(Cl)c2c1Cl (stereo not drawn)
    2	1.1
CCCOc1cccc(C(=O)Nc2ccc(F)c([N+](=O)[O-])c2)c1
    12	0.93
O=C(CCc1ccccc1)Nc1ccc(Cl)cc1C(F)(F)F
    4	1.1
COc1ccccc1NS(=O)(=O)c1ccc(Br)cc1
    9	1
Cc1ccc2nc(-c3cc(NC(=S)NC(=O)c4ccco4)ccc3Cl)oc2c1
    0	0.95
COc1ccc(Br)cc1CN1CCN(S(=O)(=O)c2ccccc2)CC1
    10	1
O=S(=O)(N/N=C\c1cccnc1)c1ccc(Br)cc1
    2	1.1
O=[N+]([O-])c1ccc(/C(=N/Nc2ccccc2)c2cc(O)ccc2O)cc1
    15	0.9
COC(=O)C1=C(C)NC(=O)N(C(C)=O)C1c1cccc([N+](=O)[O-])c1 (stereo not drawn)
    1	0.97
O=C1NN(c2ccccc2)C(=O)/C1=C/c1cccc(Br)c1
    23	0.96
COc1ccc(CNC(=O)CSc2cccc3cccnc23)cc1
    7	0.97
O=C(Nc1ccc(N2CCOCC2)cc1)c1cccc2c(Br)cccc12
    0	0.97
Oc1ccc(Br)cc1C=Nc1cccc2ccccc12
    5	0.9
Cc1cc(Br)ccc1NC(=O)c1ccc(C)c([N+](=O)[O-])c1
    15	1.1
O=C(Nc1cccc(Oc2ccc(C(=O)O)c(C(=O)O)c2)c1)c1ccc(-c2ccccc2)cc1
    52*	1.1
Cc1c(NC(=O)c2cccs2)cccc1[N+](=O)[O-]
    1	0.96
CS(=O)(=O)N(CC(=O)O)c1ccc(F)cc1
    -2	1.1
CC(C)(C)NC(=O)c1cc(N)cc(N)c1
    1	1.1
NC(=O)NC(c1ccccc1)c1ccccc1Br (stereo not drawn)
    -1	1
O=C(NCCCO)C(=O)NCC1CCCO1 (stereo not drawn)
    2	1.1
Cc1ccc(NCCC(=O)c2cccs2)cc1Cl
    6	1
Clc1ccccc1Cc1noc(-c2ccc(Br)cc2)n1
    -2	1.1
COCCN=C1NS(=O)(=O)c2ccccc21
    1	1
CC1(C)CC(=O)C2=C(C1)NC1=C(C(=O)CC(C)(C)C1)C2c1ccccc1Cl
    10	1
CCCC(=O)Oc1ccc2c(=O)c(-c3ccccc3OC)coc2c1
    13	0.98
CCC(=O)NC(c1ccccc1)c1ccc2cccnc2c1O (stereo not drawn)
    -1	1
COC(=O)c1cc(NC(=O)C(C)(C)C)cc(C(=O)OC)c1
    7	1
CC(C)OC(=O)C1C(=O)CC(C)(O)C(C(=O)OC(C)C)C1c1ccc([N+](=O)[O-])cc1 (stereo not drawn)
    8	1.1
COc1ccc(OC)c(C2NC(=S)NC(C)=C2C(=O)Nc2ccccc2Cl)c1 (stereo not drawn)
    15	1.1
CCn1nnnc1-c1ccc(OC)c(S(=O)(=O)NCCc2ccc(OC)c(OC)c2)c1
    5	0.98
COc1ccc(C(=O)/C=C/c2ccc(-c3cccc(Cl)c3Cl)o2)cc1
    5	1.1
COc1ccc(NC(=NS(=O)(=O)c2ccccc2)c2ccccc2)cc1
    7	1
CCc1nnc(NC(=O)Nc2ccc(Cl)cc2)s1
    -4	0.98
Cc1oc(-c2nc3ccccc3n2C)cc1C(=O)c1ccccc1
    9	0.96
O=C(NCc1ccncc1)c1ccc(Cl)cc1
    -7	0.98
COc1cc(/C=C/c2[nH]c(=O)[nH]c(=O)c2[N+](=O)[O-])ccc1O
    0	0.98
Cc1cc(C)cc(N2C(=O)/C(=C/c3ccc(O)c(Cl)c3)C(=O)NC2=S)c1
    25	0.96
O=C1c2ccccc2C(=O)c2c(C#Cc3ccccc3)cccc21
    14	1
Cc1ccc2nsnc2c1NC(=O)c1ccc(-c2ccc(Cl)cc2Cl)o1
    3	0.98
COc1ccc(OC)c(N(CC(=O)NCCc2ccc(OC)c(OC)c2)S(=O)(=O)c2ccc(OC)c(OC)c2)c1
    7	1

More records.
Sequence of screens – HCV NS3h FP	Cy5 interf NS3h
O=C(CN(c1cccc([N+](=O)[O-])c1)S(=O)(=O)c1ccccc1)NCC1CCCO1 (stereo not drawn)
    1	1
O=C(Nc1ccc(Nc2ccccc2)cc1)c1cccc2ccccc12
    9	0.91
CCC(C)NC(=O)Nc1ccc(Cl)cc1 (stereo not drawn)
    12	1.1
CC(NC(=O)c1cc2cc([N+](=O)[O-])ccc2oc1=O)c1ccccc1 (stereo not drawn)
    7	1
O=C(Oc1ccccc1C(=S)N1CCOCC1)c1cccc([N+](=O)[O-])c1
    6	0.92
COc1ccc(NC(=O)c2cccc(Cl)c2)cc1Cl
    22	0.7*
COC(=O)c1cc(C(=O)Nc2ccc(C(C)C)cc2)cc([N+](=O)[O-])c1
    9	1
O=C1CC(CSc2nnc(-c3ccccc3)n2-c2ccccc2)=NN1
    -13	1.1
Cc1ccc(NC(=O)CN(c2cccc(C(F)(F)F)c2)S(C)(=O)=O)c(C)c1
    4	0.93
C/C(=C\C(=O)NCC1(c2ccccc2)CCCC1)c1ccccc1
    16	1.1
CCOc1cc(/C=C2\C(=O)NC(=O)N(c3ccc(C)cc3)C2=O)c(Br)cc1OC
    21	1.1
COc1cc(C(C)(C)C)cc(Br)c1O
    7	0.88
Cc1cc(C23CC4CC(C2)CC(c2cc(C)c(S(N)(=O)=O)c(C)c2)(C4)C3)cc(C)c1S(N)(=O)=O
    -18	1
O=S(=O)(N=C(Nc1cccc(O)c1)c1ccccc1)c1ccc(Cl)cc1
    9	0.96
Cc1csc(NC(=O)c2cccnc2)n1
    -8	0.99

A section from the list above, for reference:
Sequence of screens – HCV NS3h FP	Cy5 interf NS3h
Cc1cc(C23CC4CC(C2)CC(c2cc(C)c(S(N)(=O)=O)c(C)c2)(C4)C3)cc(C)c1S(N)(=O)=O
    -18	1
O=S(=O)(N=C(Nc1cccc(O)c1)c1ccccc1)c1ccc(Cl)cc1
    9	0.96
Cc1csc(NC(=O)c2cccnc2)n1
    -8	0.99

Continuation:
Sequence of screens – HCV NS3h FP	Cy5 interf NS3h
CN(C)c1ccc(C2CC(c3ccc(Br)cc3)=NN2C(=O)CCC(=O)O)cc1 (stereo not drawn)
    12	1
O=C1c2ccccc2NC(c2ccc(Cl)cc2Cl)N1Cc1ccccc1 (stereo not drawn)
    15	0.97
O=C(/C=C/c1ccc(F)cc1)Nc1cccc2cccnc12
    10	0.96
Cc1ccc(N2C(=O)/C(=C/C=C/c3ccccc3)C(=O)NC2=S)cc1
    34	0.72*
CCSC(C)CC1CC(=O)CC(=O)C1C(=O)OC (stereo not drawn)
    0	1
Cc1ccccc1N(CC(=O)O)S(C)(=O)=O
    -18	1.1
COc1ccc(OC)c(N(CC(=O)NC(C)c2ccccc2)S(C)(=O)=O)c1 (stereo not drawn)
    -12	1.1
Cc1ccccc1N(CC(=O)NC(C)(C)C)S(C)(=O)=O
    5	1.1
COc1ccccc1NC(=O)C(=O)NCCc1ccc(OC)c(OC)c1
    -5	0.93
O=Cc1ccc(/C=C2/SC(=S)N(c3cccc(Cl)c3)C2=O)cc1
    7	1.1
Cc1ccc(/C(N)=N\OC(=O)c2ccc([N+](=O)[O-])cc2)cc1
    31	0.87
CCc1ccccc1N(CC(=O)Nc1ccccc1C)S(C)(=O)=O
    10	1.1
C=CCc1ccccc1OCCOc1c(Br)cc(C=C2C(=O)NC(=S)NC2=O)cc1OC
    18	0.95
N/C(=N/OC(=O)c1cccc(Br)c1)c1cccnc1
    4	1
CCN1C(=O)/C(=C\c2cc(Cl)c(O)c(Cl)c2)SC1=S
    7	1.1
COC(=O)c1ccc(C(=O)OC)c(NC(=O)c2cccc(OC)c2)c1
    12	1
COC(=O)C1(C(=O)OC)C(C)C1(C(=O)OC)C(=O)OC
    2	0.99
Clc1ccc(-c2noc(C(c3ccccc3)c3ccccc3)n2)cc1
    6	0.99
COc1ccc(C(=O)Nc2cc(C)cc(C)c2)c(OC)c1
    2	0.93
CCOc1ccc(C2=C/C(=C/c3ccc(N(C)C)cc3)C(=O)O2)cc1
    24	0.98
COc1ccccc1-c1coc2cc(OC(=O)c3cccc(Cl)c3)ccc2c1=O
    3	1.1
CC(=O)Oc1cccc(C(=O)Nc2cccc(C(=O)c3cccc(C)c3C)c2)c1
    17	0.98
CCOc1ccc(CN2CCN(S(C)(=O)=O)CC2)cc1
    -1	0.71*
COc1ccc(C(=O)Nc2ccccc2C(=O)NC(Cc2c[nH]c3ccccc23)C(=O)O)cc1 (stereo not drawn)
    6	0.98
Nc1nc(/C=C/c2cccc([N+](=O)[O-])c2)cc(/C=C/c2cccc([N+](=O)[O-])c2)n1
    -5	0.91
CCN1C(=O)/C(=C\c2cc(Br)c(OCc3ccccc3F)c(OC)c2)SC1=S
    -3	0.95
CCOc1ccccc1NC(=O)CN(c1cccc(OC)c1)S(=O)(=O)c1ccccc1
    22	0.98
CN1C(=O)C(=Cc2ccc(O)c(Cl)c2)C(=O)N(C)C1=O
    2	1.1
CC(=O)Oc1ccc(N2C(=O)c3ccc(C(=O)c4cccc([N+](=O)[O-])c4)cc3C2=O)cc1
    5	1
CCC1(C)Cc2c(sc3[nH]c(=S)n(-c4ccccc4)c(=O)c23)CO1 (stereo not drawn)
    -5	1
CCN(CC)CCN1C(=O)C(O)=C(C(=O)/C=C/c2ccccc2)C1c1ccc(F)cc1 (stereo not drawn)
    13	1.1
O=C1NC(=S)NC(=O)C1=Cc1ccccc1OCc1ccccc1Cl
    27	0.97
CC(=O)Nc1cccc(NS(=O)(=O)c2ccccc2)c1
    -2	1
C=CCNC(=O)c1ccc(OCc2ccccc2)cc1
    7	1.1
CN(C)CCNC(=O)c1ccc(F)cc1
    12	1
CCOC(=O)C1=C(c2ccccc2)N=C2SCC(=O)N2C1c1ccccc1OC (stereo not drawn)
    12	0.92
COc1cc(OC)c(NC(=O)c2cccc(F)c2)cc1Cl
    -11	1
COc1cc(C(=O)N2CCN(Cc3ccccc3)CC2)c([N+](=O)[O-])cc1OC
    4	0.96
O=C(NC(=S)Nc1ccc(Cl)c(-c2nc3ccccc3s2)c1)c1ccco1
    -6	1
Cc1ccc(N(CN2C(=O)c3ccccc3C2=O)C(=O)c2ccccc2)cc1
    4	1
O=C(CSCc1cccc(Br)c1)N=Nc1c(O)[nH]c2ccccc12
    16	0.8*
COC(=O)C1=C(C)N(c2ccc(Cl)cc2)C(=O)/C1=C\c1ccco1
    10	0.94
Cc1cc(C)nc(SCc2csc(N)n2)n1
    -5	1
O=C1NC(=O)/C(=C/c2cc(Cl)ccc2O)N1
    18	0.94
Cc1ccc(C2=C/C(=C\c3ccc(-c4ccccc4C(=O)O)o3)C(=O)O2)cc1
    24	0.79*

Fetched one by one from the list above:
Sequence of screens – HCV NS3h FP	Cy5 interf NS3h
CN(C)CCNC(=O)c1ccc(F)cc1
    12	1
COC(=O)C1=C(C)N(c2ccc(Cl)cc2)C(=O)/C1=C\c1ccco1
    10	0.94

Arranged by value in Cy5 interf NS3h (rising): some entries from above.
Sequence of screens – HCV NS3h FP	Cy5 interf NS3h
COc1cc(C(=O)N2CCN(Cc3ccccc3)CC2)c([N+](=O)[O-])cc1OC
    4	0.96
Cc1ccc(N(CN2C(=O)c3ccccc3C2=O)C(=O)c2ccccc2)cc1
    4	1
C=CCNC(=O)c1ccc(OCc2ccccc2)cc1
    7	1.1
